Source: PubChem BioAssay (Broad Institute)
Cneo AK release: causes C. neoformans cell lysis | hit rate 0.2% among 360,000 | adenylate kinase release luminescence, 4 h; normalised: neutral wells 0, clomiphene wells 100 | AID 651654 | lysis activity, % at 15 µM;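 active means mean lysis activity across replicates of at least 80%, whatever share of replicates individually reach that level; inactive means mean lysis activity below 80%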
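Test system: log-phase Cryptococcus neoformans yeast cells; Quantity: yeast cell density of 5 × 10^6 cells/mL; Buffer or medium: YPD; Doses: single compound concentration per well; Timing: 4 h at 37 °C static, read 1 h later; Measured by: AK luminescence; Read-out basis: lysis from increased AK signal; Control set: Clomiphene as positive control.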
FN deposition inh: fibronectin deposition inhibition; AH1F fibroblasts, Alexa488-fibronectin deposition fluorescence, overnight; hit rate 0.086% among 350,000; inhibition, % at 12.6 µM; AID 743247;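 active means mean inhibition across replicates of 30% or more, regardless of how many single replicates reach that level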;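 further: positive control wells lacked labelled fibronectin entirely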
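Assay system: AH1F fibroblast monolayer, labelled fibronectin deposition. Amount: 10000 cells per well. Also added: labelled fibronectin 24 nM. Compound: single-point pinned compound. Incubation: cell attachment 1 h, compound and FN exposure overnight. Detection: fluorescence after three HBSS washes, excitation 485 nm, emission 525 nm. Read-out: inhibition of fibronectin deposition signal.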
LGR2 inh: blocks bursicon-induced cAMP signaling via Drosophila LGR2; HEK293 LGR2, CRE-luciferase, bursicon-stimulated, 4 h; inhibition, % at 9.99 µM; hit rate 0.35% among 380,000; AID 720647;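 active means drop in luminescence signal, shown as inhibition above about 50% in the replicate tests, limit read from the data, passing the limit was not always enough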;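 further: agonist challenge used bursicon conditioned medium at about half maximal strength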
miR-122 sensor: blocks miR-122 activity in Huh7 sensor cells; Huh7 miR-122 Renilla luciferase sensor, 48 h; neutral wells = 0, positive control = 100; activation (reporter increase), % at 12.5 µM; hit rate 0.3% among 340,000; AID 602342;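 active means mean replicate activation score at least 90 and every replicate individually at or above 90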;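 further: higher luciferase means less miR-122 activity so hits act as miR-122 inhibitors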
PAX8 inh HTS: lowers PAX8-driven luciferase in RMG-I cells; RMG-I TPO-luciferase reporter, SteadyGlo, 24 h; inhibition, % at 12.6 µM; hit rate 1.2% among 360,000;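 active means mean replicate inhibition at least 60% with every replicate also reaching 60%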;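 further: luciferase light reporting Pax8 driven TPO promoter activity; plate controls were median of neutral control wells for no effect and mitoxantrone controls for full effect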
PGC1a acetyl inh: modulators of PGC1a acetylation; U2OS PGC1a acetylation, AlphaScreen anti-acetyl-lysine; with virally co-expressed GCN5 acetyltransferase; inhibition, % at 15.6 µM; hit rate 0.17% among 350,000;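 active means every replicate shows inhibition of at least 40%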;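 further: 0% = neutral control wells and 100% = positive control wells; some results beyond the cut were filed as inactive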
EWS-Fli block: EWS/Fli transcriptional activity inhibition; A673 NR0B1-luciferase reporter, viability-normalised; inhibition, % at 12.6 µM; hit rate 0.67% among 350,000; AID 651661;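 active means mean inhibition of at least 50% after viability correction, with every replicate also passing that limit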;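 further: firefly luciferase signal divided by Alamar Blue viability fluorescence both relative to DMSO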
CASP6 VEID inh: inhibitors of human caspase-6. P55212. purified caspase-6, Z-VEID-R110 cleavage fluorescence. inhibition, % at 12.5 µM. hit rate 0.53% among 350,000;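 active means mean inhibition across replicates at least about 35%, with every replicate also reaching that limit, limit read from the data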;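 further: 0% = median of neutral control wells and 100% = no fluorescence left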
Target sequence (P55212 24-179 limits assumed): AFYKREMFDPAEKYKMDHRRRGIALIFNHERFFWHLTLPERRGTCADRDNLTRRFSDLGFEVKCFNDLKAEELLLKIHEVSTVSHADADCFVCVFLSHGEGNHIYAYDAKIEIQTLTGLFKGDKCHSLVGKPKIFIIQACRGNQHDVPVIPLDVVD
Target sequence (P55212 194-293 limits assumed): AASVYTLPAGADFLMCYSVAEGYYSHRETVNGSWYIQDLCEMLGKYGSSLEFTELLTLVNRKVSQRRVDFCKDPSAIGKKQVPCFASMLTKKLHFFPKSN
Active calls of the source: *; x = not tested or not shown; [ ] = another dose, or the depositor's remark.

compound	Cneo AK release	FN deposition inh	LGR2 inh	miR-122 sensor	PAX8 inh HTS	PGC1a acetyl inh	EWS-Fli block	CASP6 VEID inh
COc1ccc(CNC(=O)N2CCN(S(=O)(=O)c3ccc(C)cc3C)CC2)cc1	-2	1	3	-1	17	x	-1	0
CCOP(=O)(O)c1ccccc1OCCOCCOc1ccccc1P(=O)(O)OCC	1	10	13	2	x	-12	x	x
O=C(c1cccc2ccccc12)C1CCCN(C(=O)c2ccc(N3CCOCC3)cc2)C1 (configuration not stated)	-15	x	6	-2	1	6	-27	-1
S=C(NCC1CCCO1)c1ccc(Br)cc1 (configuration not stated)	3	-6	-1	5	-18	8	-12	0
Cc1ccc(NS(=O)(=O)c2cccs2)c(C)c1	-1	2	-17	x	-1	x	-14	-3
CN1c2ccc(-c3cccc(C#N)c3)cc2[C@H]2[C@H](CCN2S(=O)(=O)c2ccccc2F)[C@H]1CO	-12	6	32	58[16.7 µM]	102*	13	22	0
Cc1nc(C(F)(F)F)ccc1C(=O)N1CCC1(C)C(=O)NS(=O)(=O)c1c(C)noc1C (configuration not stated)	-1	1	-12	0	-18	1	-1	-4
COc1ccccc1-c1noc2ncnc(Nc3ccc4c(c3)OCO4)c12	2	0	-11	-1	3	6	8	2
Cc1cn([C@H]2C[C@H](O)[C@@H](CNCc3cnc(N4CCOCC4)s3)O2)c(=O)[nH]c1=O	-1	0	1	-2	7	6	10	7
O=S(=O)(c1cccc(-c2nc3ccccc3s2)c1)N1CCCC1	1	x	-25	-2	x	0	-18	9
CCN(CC)S(=O)(=O)c1cc(NC(=O)Cc2ccsc2)ccc1C	3	-3	1	5	7	-3	6	-2
c1cncc(-c2csc(NCc3ccco3)n2)c1	-2	3	x	0	-126	-6	x	x
COc1cccc(C2(C)NC(=O)N(CC(=O)c3cc(C)n(C4CC4)c3C)C2=O)c1 (configuration not stated)	1	-2	3	x	-3	x	1	3
CC(NC(=O)CCCc1nnc2n(C)c(=O)c3sccc3n12)c1ccccc1 (configuration not stated)	2	6	-5	x	-5	x	-8	-1
COc1ccccc1C(=O)N1CCN(Cc2cccnc2)CC1	2	5	7	-2	7	5	-1	1
C[C@@H]1CCCCO[C@H](CN(C)Cc2ccc(Cl)c(Cl)c2)[C@@H](C)CN([C@@H](C)CO)C(=O)c2cc(NS(C)(=O)=O)ccc2O1	0	x	0	-1[16.7 µM]	44	x	3	1
COc1ccccc1CNC(=O)Cc1cc(=O)[nH]c(=O)[nH]1	-5	2	0	-5	-28	x	2	-1
Cc1ccc(S(=O)(=O)NCCn2cnc([N+](=O)[O-])n2)cc1	0	0	-22	2	13	-12	-2	2
O=C(Nc1ccccc1)N[C@H]1CC[C@H](CCNC(=O)c2ccccc2F)O[C@H]1CO	-1	x	3	x	0	7	1	1
CC(C)C(=O)N1CCC(n2nccc2NC(=O)CCOc2ccccc2)CC1	0	1	-1	-4	-17	x	x	2

The closing three compounds of the section above lead into the next.
compound	Cneo AK release	FN deposition inh	LGR2 inh	miR-122 sensor	PAX8 inh HTS	PGC1a acetyl inh	EWS-Fli block	CASP6 VEID inh
Cc1ccc(S(=O)(=O)NCCn2cnc([N+](=O)[O-])n2)cc1	0	0	-22	2	13	-12	-2	2
O=C(Nc1ccccc1)N[C@H]1CC[C@H](CCNC(=O)c2ccccc2F)O[C@H]1CO	-1	x	3	x	0	7	1	1
CC(C)C(=O)N1CCC(n2nccc2NC(=O)CCOc2ccccc2)CC1	0	1	-1	-4	-17	x	x	2
Cc1ccc(CNC(=O)C2CCC(CNS(=O)(=O)c3cccc4cccnc34)CC2)cc1 (configuration not stated)	-2	2	-5	2	13	-13	-2	2
CN1C(=O)CSC1=Nc1cccc(Cl)c1	3	6	0	-2	-1	11	5	-2
COc1ccc(C=O)cc1Cn1c(=O)n(CCC(=O)NCc2ccco2)c(=O)c2sccc21	-1	-1	13	17	15	-7	-4	-2
COCCCNS(=O)(=O)c1ccc(S(=O)(=O)N2CCCC2)cc1	-1	7	x	9	4	15	x	x
Cc1noc(C)c1S(=O)(=O)Nc1ccc2c(c1)C(=O)N([C@@H](C)CO)C[C@@H](C)[C@H](CN(C)C(=O)CCC(F)(F)F)OCCCC[C@H](C)O2	1	x	-8	1[16.7 µM]	-22	-14	4	2
CC(=O)Nc1ccccc1OCc1cnc(Cl)s1	3	12	x	-1	-4	-14	2	0
COc1ccc(C(=O)NCc2nnc(SCC(=O)Nc3nc4ccc(C)cc4s3)o2)cc1OC	x	-10	x	x	-19	x	-5	4
C[C@@H]1CN([C@H](C)CO)C(=O)c2cc(NC(=O)C3CC3)ccc2O[C@H]1CN(C)S(=O)(=O)c1ccc(Cl)cc1	14	-1	11	-6[16.7 µM]	x	6	-5	1
CCc1nc(N)c(C#N)c(-c2ccc(OC)c(OC)c2)c1C	1	-5	x	-15	2	8	x	x
Cc1ccc(NC(=O)c2ccnc(C(C)(C)C)c2)cc1	-3	-6	x	-7	-140	5	x	x
COc1cc(C(=O)NCCC(=O)NC(C)CCc2ccccc2)cc(OC)c1OC (configuration not stated)	2	13	-5	-8	4	1	x	-6
CC(C)C(=O)Nc1cccc(C(=O)Nc2ccc(S(=O)(=O)N3CCOCC3)cc2)c1	4	3	-6	8	-1	-1	-3	1
O=C(NCc1ccccc1)[C@H]1CCCN1C(=O)[C@H]1CCCN1C(=O)c1ccc(Cl)cc1	x	17	-12	x	-25	x	4	-1
Cc1occc1C(=O)Nc1ccc(Br)cc1F	1	-3	x	4	-141	3	x	x
O=C(COC(=O)/C=C/c1cn(-c2ccccc2)nc1-c1cccnc1)Nc1ccc(Cl)cc1Cl	-2	-10	-5	0	0	0	x	19
CCNc1nc(NC(N)=S)nc(NC(C)(C)C)n1	x	2	7	x	5	3	4	0
C[C@H]1CN([C@@H](C)CO)C(=O)c2cc(-c3ccc(F)cc3)cnc2O[C@@H]1CN(C)C(=O)Nc1ccc(F)cc1	x	12	6	4[16.7 µM]	x	2	9	x
COCCNC(=O)C[C@@H]1CC[C@@H]2[C@H](COc3ccc(NC(=O)Nc4cccc(F)c4)cc3C(=O)N2C)O1	1	-7	11	-18[16.7 µM]	-6	5	-2	2
COc1ccc(NC(=O)N(C)C[C@H]2Oc3ncc(-c4cccnc4)cc3C(=O)N([C@@H](C)CO)C[C@H]2C)cc1	50	x	0	9[16.7 µM]	-2	2	-2	-6
C[C@@H]1CN([C@@H](C)CO)C(=O)c2cc(NS(=O)(=O)c3cccs3)ccc2O[C@@H](C)CCCCO[C@@H]1CN(C)Cc1ccncc1	-1	x	-1	-3[16.7 µM]	x	16	-5	1
COC(=O)C1CCN(S(=O)(=O)CCNC(=O)c2ccc3c(c2)OCO3)CC1	-4	3	5	x	3	x	-3	-1
Cc1nn(C(C)C(=O)NCC2CCCO2)c(=O)c2c1sc1ccccc12 (configuration not stated)	1	-3	17	-3	-4	1	5	1
CN1OC[C@@H]2CN(C(=O)CCc3ccccc3)[C@H](c3cccc(-c4ccc(C#N)cc4)c3)C[C@@H]21	4	13	-6	-7	22	-3	6	-1
Cc1ccc(-n2c([S-])c(C(=O)Nc3ccc(OC(F)F)cc3)[n+]3ccc(C(=O)NCCO)cc23)cc1C	x	4	4	x	-11	x	10	1
CN(Cc1c(F)cccc1Cl)c1ccc(S(=O)(=O)N2CCOCC2)cn1	x	4	-1	-17	22	-3	x	-2
Cc1ccc2[nH]c(=O)c(CN(CCCN(C)C)C(=O)Nc3ccc(F)cc3)cc2c1	x	0	14	x	-2	x	-5	-3
CN(C(=O)CSc1ncnc2ccccc12)C1CCS(=O)(=O)C1 (configuration not stated)	0	6	11	0	52	-3	10	1
CC(=O)Nc1nc(Cn2nnc(-c3ccc4c(c3)OCO4)n2)nc(N(C)C)n1	5	1	28	-10	-8	-8	-9	-2
COCCN(Cc1cccs1)S(=O)(=O)c1ccc(-c2ccc(=O)[nH]n2)s1	1	8	-1	1	6	-1	-8	6
O=C1c2ccccc2S(=O)(=O)N1Cc1c(F)cccc1Cl	1	2	12	0	-9	-1	-3	2
COC(=O)[C@@H]1C[C@@]2(O)[C@H](O)[C@H](O)[C@H](O)C[C@H]2N1CC1CC1	0	2	13	x	2	x	-1	3
O=C(O)c1ccc(NS(=O)(=O)c2cccc(C(=O)Nc3ccc(Br)cc3)c2)cc1	-1	0	-1	-6	13	-14	6	-5
O=C(CCNC(=O)c1ccco1)Nc1ccc(N2CCOCC2)cc1	x	-14	18	x	5	-5	9	0
CN(c1ccccc1)S(=O)(=O)c1ccc(-c2ccccc2)cc1	-2	5	-10	6	27	1	-6	1
Cn1c(CNC(=O)c2ccco2)nnc1SCC(=O)Nc1c(F)cc(F)cc1Br	x	14	1	-3	16	-29	17	-1
CCN(CC)C1CCN(C(=O)c2ccc3nc(Cc4ccc(OC)cc4)oc3c2)C1 (configuration not stated)	0	-3	1	-6	8	2	x	-6
COc1ccccc1C1CCN(c2cc(O)ccc2[N+](=O)[O-])CC1	-1	0	-12	2	-7	5	7	9
COc1ccc(C(=O)CN2C(=O)NC3(CCCc4ccccc43)C2=O)cc1 (configuration not stated)	x	2	-18	x	1	x	6	1
COc1ccccc1Nc1nc(-c2sc(NC(=O)C(C)(C)C)nc2C)cs1	0	1	2	3	13	-2	-22	1
Cc1noc(C)c1S(=O)(=O)N(C)C[C@@H]1OCCCC[C@H](C)Oc2ccc(NS(=O)(=O)c3ccc(Cl)cc3)cc2C(=O)N([C@H](C)CO)C[C@@H]1C	5	x	2	-11[16.7 µM]	87*	-18	13	-1
CN1[C@@H]2Cn3c(ccc(-c4cccc(F)c4)c3=O)[C@H]1[C@@H](C(=O)NCc1ccccc1)[C@@H]2CO	4	x	3	x	x	x	1	1
O=c1[nH]c(=O)n(Cc2ccccc2)c2nc(-c3cccs3)n(CCO)c12	x	7	-11	x	-15	x	8	2
COCC(=O)Nc1ccc2c(c1)OC[C@H](C)N(C(=O)Cc1cccnc1)C[C@@H](C)[C@@H](OC)CN(C)C2=O	-8	-2	12	x	-13	-8	-7	-2
Cc1nn(-c2nc3ccccc3[nH]2)c(N)c1-c1ccc(Cl)cc1	-10	x	-59	3	x	-31	-58	3
C[C@@H]1CN([C@@H](C)CO)C(=O)Cc2cc(NC(=O)NC3CCCCC3)ccc2O[C@H]1CN(C)C(=O)Nc1ccc(F)cc1	2	6	17	-1[16.7 µM]	3	6	6	1
Cc1ccc(S(=O)(=O)Nc2ccc3c(c2)C(=O)N([C@@H](C)CO)C[C@H](C)[C@@H](CN(C)C(=O)c2ccncc2)OCCCC[C@@H](C)O3)cc1	-2	-4	-11	3[16.7 µM]	-2	1	5	x
CCOc1cc(N2CCOCC2)c(OCC)cc1NS(=O)(=O)c1ccc(Cl)s1	2	-5	x	113*	30	4	x	x
CCCCC(=O)Nc1ccc(NC(=S)NC(=O)c2ccco2)cc1OC	0	5	-1	7	1	3	7	2
